# Bioassay records: PubChem BioAssay, National Center for Advancing Translational Sciences (NCATS)
# LmPK inh: blocks Leishmania mexicana pyruvate kinase activity; Potency, µM (series often up to 57.5 µM), for the others: at the top dose activity change, negative = inhibition, most hits filed as inhibitors; AID 1721; hit rate 0.37% among 290,000; purified LmPK, Kinase-Glo ATP luminescence, 1 h; Q27686; note: potency is the fitted concentration of half-maximal effect
# Target sequence (Q27686 whole entry, looked up): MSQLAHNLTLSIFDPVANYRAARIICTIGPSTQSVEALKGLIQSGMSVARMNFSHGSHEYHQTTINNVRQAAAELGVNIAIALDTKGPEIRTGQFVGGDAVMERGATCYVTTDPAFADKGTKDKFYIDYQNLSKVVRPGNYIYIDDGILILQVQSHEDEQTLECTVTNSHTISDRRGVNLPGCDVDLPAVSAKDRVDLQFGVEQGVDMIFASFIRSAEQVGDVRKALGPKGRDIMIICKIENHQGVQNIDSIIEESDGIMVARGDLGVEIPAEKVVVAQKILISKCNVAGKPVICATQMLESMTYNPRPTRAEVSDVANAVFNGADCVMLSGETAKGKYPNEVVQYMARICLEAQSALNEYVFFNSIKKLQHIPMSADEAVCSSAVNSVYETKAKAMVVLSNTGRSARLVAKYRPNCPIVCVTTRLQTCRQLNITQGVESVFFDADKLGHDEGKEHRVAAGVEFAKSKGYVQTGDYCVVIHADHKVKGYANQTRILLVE
#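 Purified LmPK (0.1 nM) converted ADP (0.1 mM) to ATP with PEP (0.5 mM) in imidazole buffer pH 7.2 with KCl and MgCl2, 1 h at room temperature. ATP was read by Kinase-Glo luminescence; data normalized to uninhibited and no-enzyme controls.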
# Sm TGR block: inhibitors of Schistosoma mansoni thioredoxin glutathione reductase; Q962Y6; purified TGR, DTNB reduction, TNB absorbance 405 nm; Potency, µM (top dose mostly 114 µM), inactives show at the top dose activity change, negative = inhibition, most hits filed as inhibitors; hit rate 3% among 360,000; AID 485364; note: potency is the fitted concentration of half-maximal effect; nearly all actives have a fitted effect of over 60% in size
#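 Kinetic colorimetric format: TGR-catalysed, NADPH-driven DTNB reduction monitored via TNB absorbance. Enzyme dispensed at 20 nM; compound exposure 15 min at room temperature before reaction start.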
# AmpC detergent: blocks E. coli AmpC beta-lactamase in detergent assay | AmpC hydrolysis of nitrocefin, absorbance 480 nm, 0.01% Triton | hit rate 0.041% among 370,000 | Potency, µM (highest dose often 114 µM), for inactives: top-dose activity change, negative = inhibition, hits mostly inhibitors | P00811;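 note: potency is the fitted concentration of half-maximal effect; 0% = no-compound wells and -100% = no-enzyme wells; nearly all actives have a fitted effect of over 25% in size; some results filed as inactive show a strong effect at the top dose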
# Target sequence (P00811 whole entry, looked up): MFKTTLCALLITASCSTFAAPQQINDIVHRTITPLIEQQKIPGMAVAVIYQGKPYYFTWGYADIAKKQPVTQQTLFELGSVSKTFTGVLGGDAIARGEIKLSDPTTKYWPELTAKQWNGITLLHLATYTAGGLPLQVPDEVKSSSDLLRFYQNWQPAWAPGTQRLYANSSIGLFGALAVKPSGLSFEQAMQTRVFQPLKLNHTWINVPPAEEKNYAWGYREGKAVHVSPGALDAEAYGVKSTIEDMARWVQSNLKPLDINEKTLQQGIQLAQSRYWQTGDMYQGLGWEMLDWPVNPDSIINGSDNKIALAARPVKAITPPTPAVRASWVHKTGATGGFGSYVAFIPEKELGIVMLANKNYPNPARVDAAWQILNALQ
#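 AmpC (5.3 nM in the dispensed reagent) in 20 mM phosphate pH 7.0 with 0.01% (detergent screen) or 0.0001% Triton X-100 was preincubated with compounds for 15 min at room temperature. Nitrocefin was then added from an 800 uM solution, and hydrolysis was followed at 480 nm.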
# AMA1 RON2 block: AMA1-RON2 (P. falciparum) interaction inhibition; Potency, µM (highest dose often 58.2 µM), inactives show at the highest dose activity change, negative = inhibition, hits mostly inhibitors; hit rate 0.2% among 360,000; AlphaScreen AMA1-biotinylated RON2 peptide binding;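 note: potency is the fitted concentration of half-maximal effect; 0% = vehicle wells and -100% = peptide control; nearly all actives have a fitted effect of over 45% in size; some results filed as inactive show a strong effect at the top dose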
#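 AMA1 (3D7) with his tag at 25 nM final met compounds first, then biotinylated RON2 peptide at 25 nM; detection used donor plus acceptor beads, 10 µg/mL apiece, read by AlphaScreen after 30 min at room temperature.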
# Tb PYK inh: T. brucei pyruvate kinase inhibition. Q57TT1. TbPYK enzyme, Kinase-Glo Plus ATP luminescence, 45 min. Potency, µM (top dose mostly 76.8 µM), for inactives: top-dose activity, negative = inhibition, actives largely listed as inhibitors. hit rate 0.12% among 410,000; note: potency is the fitted concentration of half-maximal effect; nearly all actives have a fitted effect of over 50% in size
#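 Luminescent Kinase-Glo Plus end-point after 45 min room-temperature reaction of T. brucei pyruvate kinase started with 130 uM ADP (final). Buffer TEA 50 mM pH 7.2 with KCl, MgCl2, BSA, Tween-20; titration-based qHTS with fitted concentration-effect curves.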
# AmpC inh no detg: inhibitors of E. coli AmpC beta-lactamase without detergent; AmpC nitrocefin hydrolysis, absorbance 480 nm, 0.0001% Triton; Potency, µM (highest dose often 57.1 µM), inactives show at the highest dose activity change, negative = inhibition, usual class: inhibitors; hit rate 0.52% among 330,000;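 note: potency is the fitted concentration of half-maximal effect; plate controls were no compound for no effect and no enzyme for full effect; nearly all actives have a fitted effect of over 20% in size; some results filed as inactive show a strong effect at the top dose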
#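 20 mM phosphate pH 7.0 + 0.01% (detergent screen) or 0.0001% Triton X-100; 5.3 nM AmpC reagent; cpd preinc 15 min RT; nitrocefin (800 uM stock) to start; A480 q20 s × 4 min; Activity was normalised to no-enzyme and no-compound control wells.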
# HCMV inh: inhibitors of human cytomegalovirus; AID 1259415; hit rate 4.5% among 410,000; activity change, negative = inhibition, % at 57.5 µM; HFF cells, HCMV-luciferase reporter, 72 h; stronger effect = lower value; in the data active = activity change below about -60%; inconclusive = no clear call, values can overlap the other calls; inactive = above about -39%
#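 Two compound doses tested in HFFs infected with HCMV-luciferase, MOI 1 PFU/cell, 72 h at 37C. Lysate luminescence read with OneGlo; data normalized against buffer-only and 10uM Salinomycin inhibitor controls.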
# Numbers without * were called inactive; ? = inconclusive; . = no result given; & = joins results of further samples; [ ] = remark or other dose. Unless noted, calls come from the whole dose curve; as a rule, active = well fitted curve in the direction sought with a large enough effect; inconclusive = small, poorly fitted or top-dose-only effect, or another doubt; inactive = no such curve, though single readings can be large; an effect the other way counts as inactive or inconclusive. Unless noted, % is set by controls: 0 for no effect and ±100 for the full control effect.
1. COc1ccccc1CN1CCCC(C(=O)N(C)Cc2ccccc2)C1 (stereo not drawn)
2. O=C(NC1CCCCCC1)c1ccco1
3. O=S(=O)(NCCC1=CCCCC1)c1ccccc1Br
4. COc1cc2ccccc2cc1C(=O)Nc1ccc(Cl)c(-c2nc3ccccc3o2)c1
5. COC(=O)c1sccc1NC(=O)Cc1ccc(OC)cc1
compound no.,1,2,3,4,5
LmPK inh,-1%,-15%,.,.,-4%
AmpC detergent,-4%,0%,?,-2%,-5%
Sm TGR block,-1%,-2%,-2%,-6%,-15%
Tb PYK inh,20%,0%,-7%,1%,-6%
HCMV inh,-16,-23,-32,-30,58
AMA1 RON2 block,13%,5%,0%,.,14%
AmpC inh no detg,2%,-13%,-29%,.,-19%

6. O=S1(=O)CC(N2CCN(CCO)CC2)CN1Cc1ccc(F)cc1 (stereo not drawn)
7. Cc1ccc(C)c(-c2nnc(NC(=O)Cc3ccc(F)cc3)o2)c1
8. CCOCCn1c(SCCCc2ccccc2)nc2c1c(=O)[nH]c(=O)n2C
9. CN1C(=O)c2ccc(NC(=O)c3c(F)c(F)c(F)c(F)c3F)cc2C1=O
10. CC1CCC(O)(C(C(=O)O)c2ccccc2)CC1 (stereo not drawn)
compound no.,6,7,8,9,10
LmPK inh,.,3%,6%,3%,.
AmpC detergent,.,4%,2%,2%,.
Sm TGR block,.,-1%,?,1%,.
Tb PYK inh,6%,7%,-10%,-9%,-3%
HCMV inh,6,.,28,33,6
AMA1 RON2 block,21%,105%[activator],-8%,0%,-2%
AmpC inh no detg,.,-20%,-6%,-28%,.

11. O=[N+]([O-])c1ccccc1/C=N\Nc1nccs1
12. CCOc1ccc(-c2cc3nc(C4CCN(C(=O)OC(C)(C)C)CC4)c(C(=O)Nc4cccc(CC)c4)cn3n2)cc1
13. O=C(c1cc2ccc3cccnc3c2[nH]1)N1CCN(c2ccc(Cl)cc2)CC1
14. CCOc1ccc(OCC(=O)NCCS(=O)(=O)N2CCN(c3ccccc3)CC2)cc1
15. Cc1nnc(SCC(=O)Nc2cc(-c3cc(C)c(C)cc3C)nn2-c2ccccc2)s1
compound no.,11,12,13,14,15
LmPK inh,0%,.,.,.,1%
AmpC detergent,?,0%,12%,.,-4%
Sm TGR block,11%,0%,-3%,.,-5%
Tb PYK inh,-3%,-4%,-8%,3%,1%
HCMV inh,-25,-18,6,-20,19
AMA1 RON2 block,22%,.,.,16%,-4%
AmpC inh no detg,-33%,.,.,.,47%

16. CCCCCn1cnc2c(sc3nc4c(cc32)CSC(C)(C)C4)c1=O
17. Cc1nnc(Nc2ccccc2F)s1
18. COCc1ccc(C(=O)NC2CCCc3c2cnn3-c2ccc(C)c(C)c2)o1 (stereo not drawn)
19. COc1ccc(C/C(N)=N/OC(=O)Cc2ccc(OC)c(OC)c2)cc1
20. COc1ccc(S(=O)(=O)Cc2ccc(C(=O)N3CCN(c4ccccc4)CC3)o2)cc1
compound no.,16,17,18,19,20
LmPK inh,1%,0%,10%,0%,3%
AmpC detergent,-2%,-3%,?,2%,0%
Sm TGR block,2%,0%,-35%,0%,?
Tb PYK inh,1%,-8%,4%,-3%,-9%
HCMV inh,-35,8,-77*,11,23
AMA1 RON2 block,-14%,4%,-1%,9%,0%
AmpC inh no detg,-15%,0%,93%[activator],41%,?

21. CCOC(=O)c1cccc(NC(=O)C2CCCN(S(=O)(=O)c3c(C)nn(C)c3C)C2)c1 (stereo not drawn)
22. CSc1ccc(Cl)c(C(=O)OCC(=O)N2CCN(C(=O)c3ccco3)CC2)c1
23. CCOC(=O)C1=CN(C)C=C(C(=O)OCC)C1c1ccsc1
24. Cc1cc2nc(C(C)(C)C)c(Cc3ccccc3C(F)(F)F)n2c(C)c1Br
25. Nn1c(SCC(=O)N2CCN(S(=O)(=O)c3ccc(Cl)cc3)CC2)nnc1-c1cccs1
compound no.,21,22,23,24,25
LmPK inh,2%,.,11%,.,6%
AmpC detergent,?,7%,3%,.,5%
Sm TGR block,0%,?,2%,.,18%
Tb PYK inh,-3%,4%,.,3%,1%
HCMV inh,?,0,54,8,1
AMA1 RON2 block,4%,13%,5%,-14%,0%
AmpC inh no detg,124%[activator],68%[activator],5%,.,21%

26. CC(C)(C)SCCNC(=O)CSc1ccccc1
27. CCCCCCSc1ccc([C@H]2N[C@@](Cc3ccccc3)(C(=O)OC)[C@H]3C(=O)N(C)C(=O)[C@@H]23)cc1
28. Cc1ccccc1-c1nc2ccccc2c(=O)o1
29. CC(=NCc1cccnc1)c1c(O)n(-c2ccccc2)c(=O)[nH]c1=O
30. Nc1c(C(=O)NCc2ccco2)c2nc3ccccc3nc2n1Cc1ccccc1
compound no.,26,27,28,29,30
LmPK inh,.,.,.,1%,5%
AmpC detergent,.,?,.,-11%,1%
Sm TGR block,.,-5%,.,7%,28µM*
Tb PYK inh,-10%,-3%,-6%,-5%,-1%
HCMV inh,60,49,6,4,-20
AMA1 RON2 block,-2%,-3%,18%,-3%,17%
AmpC inh no detg,.,110%[activator],.,-10%,1%

# A second format for 4 compounds above:
entry	canonical_smiles	LmPK inh	AmpC detergent	Sm TGR block	Tb PYK inh	HCMV inh	AMA1 RON2 block	AmpC inh no detg
26	CC(C)(C)SCCNC(=O)CSc1ccccc1	.	.	.	-10%	60	-2%	.
27	CCCCCCSc1ccc([C@H]2N[C@@](Cc3ccccc3)(C(=O)OC)[C@H]3C(=O)N(C)C(=O)[C@@H]23)cc1	.	?	-5%	-3%	49	-3%	110%[activator]
30	Nc1c(C(=O)NCc2ccco2)c2nc3ccccc3nc2n1Cc1ccccc1	5%	1%	28µM*	-1%	-20	17%	1%
28	Cc1ccccc1-c1nc2ccccc2c(=O)o1	.	.	.	-6%	6	18%	.

# (listing goes on)
31. CC1(C)CC(=O)C=C(C(=O)NC2CCCc3c2cnn3-c2cc(F)cc(F)c2)O1 (stereo not drawn)
32. NS(=O)(=O)Cc1noc2ccccc12
33. CCOc1cc(/C=N/NS(=O)(=O)c2ccc(OC)cc2)ccc1OCCN1CCOCC1
34. CC(C)(C)c1cc[n+](C2=C([O-])c3ccccc3C(=O)/C2=N\S(=O)(=O)c2cccs2)cc1
35. CCOC(=O)C1CCN(C(=O)C2(NC(=O)Nc3cccc(F)c3)CCCCC2)CC1
compound no.,31,32,33,34,35
LmPK inh,3%,-10%,-1%,1%,4%
AmpC detergent,?,-12%,-17%,-4%,3%
Sm TGR block,-2%,27%,-18%,-28%,6%
Tb PYK inh,3%,-6%&10%&-3%,7%,-4%,9%
HCMV inh,-5,15&-12,-24,-100*,17
AMA1 RON2 block,-5%,1%&2%,-18%,-10%,-6%
AmpC inh no detg,49%,-10%,153%[activator],-11%,-17%

36. COc1c(C(=O)Nc2nccs2)ccc2ccccc12
37. COc1cc(Cl)c(CNC[C@H]2O[C@@H](n3cnc4c(=O)[nH]c(N)nc43)[C@H](O)[C@@H]2O)c(Cl)c1O
38. CCN(CC)CCn1c(NC(=O)c2ccc(C(F)(F)F)cc2)nc2ccccc21
39. CCOc1ccc(N2C(=O)CC(N(CCc3ccccc3)C(=O)/C=C/C(=O)O)C2=O)cc1 (stereo not drawn)
40. Cn1c(=O)c2c(ncn2CC(=O)N2CCN(c3ccc(F)cc3)CC2)n(C)c1=O
compound no.,36,37,38,39,40
LmPK inh,-5%,.,2%,-8%,-7%
AmpC detergent,0%,.,-4%,-6%,?
Sm TGR block,7%,.,-11%,-16%[57.1 µM],0%
Tb PYK inh,-6%,-11%,0%,-6%,-20%
HCMV inh,46,14,-14,-31,-4
AMA1 RON2 block,-1%,-3%,84%[activator],16%,2%
AmpC inh no detg,-7%,.,-23%,-11%,-4%

41. Cc1ccc(CN2CCCN(Cc3ccccc3C)S2(=O)=O)cc1
42. O=C(N/N=C/c1cc(Cl)cc([N+](=O)[O-])c1O)c1cccc(S(=O)(=O)N2CCOCC2)c1
43. Cc1ccc2cc(CN(CC3CCCO3)C(=O)C(C)C)c(=O)[nH]c2c1 (stereo not drawn)
44. COc1cc(OC)cc(-c2nc3nc(C)c(CCC(=O)Nc4ccccc4)c(C)n3n2)c1
45. Brc1ccc(-c2ccc(/C=N/Nc3nc4ccccc4[nH]3)o2)cc1
compound no.,41,42,43,44,45
LmPK inh,1%,.,-5%,.,-9%
AmpC detergent,-8%,-18%,1%,20%,-12%
Sm TGR block,-10%,-4%,-13%,-4%,-12%
Tb PYK inh,10%,-6%,4%,-5%,-5%
HCMV inh,-36,-13,21,5,95
AMA1 RON2 block,50%[activator],-25%,?,.,99%[activator]
AmpC inh no detg,-23%,?,-9%,.,-14%

46. Cc1ccc(C(OC(=O)c2ccco2)C(=O)NC2CCCC2)cc1 (stereo not drawn)
47. COc1ccc(C(=O)Nc2nc(CC(=O)NCCc3ccccc3)cs2)cc1
48. CCOC(=O)/C=C1\SCC(=O)N1Cc1nnc(-c2ccccc2Br)o1
49. COc1ccc(-c2nonc2NC(=O)c2oc3ccccc3c2C)cc1OC
50. COCCNC(=O)Cn1cnc([N+](=O)[O-])n1
compound no.,46,47,48,49,50
LmPK inh,2%,.,-6%,-1%,-5%
AmpC detergent,?,?,-11%,-3%,5%
Sm TGR block,-1%,4%,-12%,-17%,2%
Tb PYK inh,2%,-1%,-11%,-10%,2%
HCMV inh,-14,34,56,-26,-8
AMA1 RON2 block,-1%,-1%,16%,0%,0%
AmpC inh no detg,1%,-9%,-34%,-8%,-12%

51. Cc1ccc(Cn2c(SCC(=O)NCc3ccccc3)nc3ccsc3c2=O)cc1
52. O=C(Cn1c(=O)oc2ccccc21)Nc1cccc(Cl)c1
53. CSc1nsc(SCC(=O)Nc2ccc(OC(C)=O)cc2)n1
54. CCSc1nnc(NC(=O)CSc2nc3c(cc2C#N)CCCC3)s1
55. CC(C)CCNC(=O)C(c1ccco1)N(CC1CCCO1)C(=O)Cn1nnc2ccccc21 (stereo not drawn)
56. Cc1cc(N2CCN(c3ccccc3)CC2)nc(-c2ccccc2)n1
57. COc1cccc(NC(=O)N2CCCC2C(=O)NCC(C)C)c1 (stereo not drawn)
compound no.,51,52,53,54,55,56,57
LmPK inh,.,-3%,7%,0%,1%,3%,3%
AmpC detergent,6%,-13%,3%,-8%,-5%,?,?
Sm TGR block,0%,0%,5%,5%,-1%,4%,0%
Tb PYK inh,-9%,1%,25%,5%,-3%,-3%,-2%
HCMV inh,?,4,21,?,-2,-23,53
AMA1 RON2 block,.,10%,3%,9%,0%,?,15%
AmpC inh no detg,.,-18%,-12%,-41%,39%,31%,-22%
